All columns: NCI-60 one-dose screen, growth in % after 48 h at 10 µM unless noted; 100 = growth as untreated, 0 = no growth, -100 = all killed.
BT-549: BT-549 breast cancer; 78,000 tested, 4.4% active; AID 1794793
HS 578T: HS 578T breast cancer; 78,000 tested, 4.1% active; AID 1794788
SK-MEL-2: SK-MEL-2 melanoma | 77,000 tested, 4.7% active
MALME-3M: MALME-3M melanoma | 78,000 tested, 5.8% active | AID 1794766
UACC-257: UACC-257 melanoma; 78,000 tested, 4.4% active; AID 1794764
UACC-62: UACC-62 melanoma; AID 1794756; 81,000 tested, 5.4% active
T-47D: T-47D breast cancer. AID 1794792. 79,000 tested, 5% active
LOX IMVI: LOX IMVI melanoma | 79,000 tested, 7.4% active | AID 1794757
Numbers without * were called inactive; . = not tested or not shown; & = joins results of further samples. The calls were made as follows: active = growth percent below 10; inactive = the rest. Random draw from the library; overall some 11% were active at least once.

SMILES	BT-549	HS 578T	SK-MEL-2	MALME-3M	UACC-257	UACC-62	T-47D	LOX IMVI
Cc1ccc(N=C2CSc3nnc(-c4csc5c4CCCC5)n3N2)cc1	31	39	62	71	.	40	48	46
CS(=O)(=O)c1ccc(C(=O)N2N=C(c3ccccc3)CC2c2ccccc2)cc1 (configuration not stated)	107	93	90	89	86	93	97	102
COc1cnc2c(c1)C(=O)c1c-2n(CCCNCCO)c(=O)c2cc(F)ccc12	110	112	112	101	106	100	100	101
CN(C)C1(C2c3ccccc3-c3ccccc32)c2ccccc2-c2ccccc21	112	100	112	120	102	81	93	81
COc1ccc(-c2cc(C(=O)N3N=C(c4ccc(Cl)cc4)CC3c3cc(-c4ccccc4)nn3-c3ccccc3)c3ccccc3n2)cc1 (configuration not stated)	89	102	93	101	100	97	102	86
Cc1ncc(NS(=O)(=O)c2ccc(N)cc2)nc1C	103	112	101	116	114	97	97	106
CC1SC(=S)N(c2ccc(Cl)cc2)C1=O (configuration not stated)	86&106	132&161	98	108&104	98	70&83	63&74	90&86
COc1ccc2nc(NC(=O)CSc3nc(C)c(C)n3Nc3ccccc3)sc2c1	111	102	101	113	97	73	60	100
CC1(C)[C@@H](OC2CC(O)C(O)C(CO)O2)CC[C@]2(C)[C@H]3C(=O)C=C4[C@@H]5C[C@@](C)(C(=O)O)CC[C@]5(C)CC[C@@]4(C)[C@]3(C)CC[C@@H]12 (some centres not stated)	114	102	108	102	105	96	97	.
COc1cc(Br)cc(C(=O)N2CCc3ccccc32)c1OC	102	94	99	87	110	103	89	94
CC1=CC2C(O)c3ccccc3N3C(=O)COC23C=C1 (configuration not stated)	96	96	109	98	109	92	97	100
CCCCCCCCOC(=O)c1c(C)[nH]c(/C=C2\N=C(c3ccc[nH]3)C=C2OC)c1C	10	-28*	-70*	-43*	-15*	-26*	4.2*	-45*
COc1ccc(-c2cc(-c3cccc(Nc4ccnc5cc(Cl)ccc45)c3)nc3nc(N)[nH]c(=O)c23)cc1	123	116	114	118	98	106	94	98
CN1CCN(c2ccc(Nc3nc(NCCNS(=O)(=O)c4ccc(Cl)cc4)c4sccc4n3)cc2)CC1	111	81	110	105	88	99	84	92
O=C(CC(C(=O)c1ccccc1)c1ccccc1)c1ccccc1 (configuration not stated)	90	104	92	90	118	71	68	90
CCOC(=O)C1=C(C(=O)OCC)N(c2ccccc2)C(N)=C(C#N)C1c1cc(=O)[nH]c2ccccc12 (configuration not stated)	114	101	109	110	113	96	105	96
CC1(C)OC[C@H]([C@@H]2OC(=C(c3ccccc3)c3ccccc3)[C@@H]3OC(C)(C)O[C@H]23)O1	109	.	73	107	103	82	81	99
Cc1c(C(=O)N[C@@H](Cc2ccccc2)C(=O)C(=O)NCCc2ccccc2)[nH]c2ccccc2c1=O	124	105	111	103	101	92	101	98
O=C1/C(=C\c2cccc(OCc3ccc(Br)cc3)c2)N=C2SCCCN12	107	102	100	.	.	86	77	.
Clc1ccc(Nc2cccc(-c3[nH]nc4ncccc34)c2)cc1	75	78	94	87	81	70	53	91
Nc1nc2ccc(OC(F)(F)F)cc2s1	105	94	.	121	108	108	91	98
CN1CCN(c2ccc(C(=O)/C=C/c3cc(C(F)(F)F)ccc3Cl)cc2)CC1	-73*	3.7*	65	-95*	-80*	-80*	-37*	-100*
COC1=NC(=C(c2ccccc2)c2ccccc2)OC1=O	103	99	50	.	96	98	118	92
CS(=O)(=O)c1ccc(C(=O)Nc2ccc(Cl)c(-c3ccccn3)c2)c(Cl)c1	12	51	-6.4*	42	33	20	17	16
COc1cc2c(cc1OC)N(CCO)C1=C(C(=O)OC1)C2c1ccc(Cl)c(Cl)c1 (configuration not stated)	89	103	.	.	103	101	88	96
Cc1ccc(NC(=O)C(=O)Cc2nc3ccccc3o2)c(C)c1	98	107	100	103	101	106	88	100
COc1ccc(NC(=O)c2sc3nc(C(C)C)ccc3c2N)cc1	89	.	98	83	89	86	42	.
O=C(Cc1ccc(Cl)cc1)c1ccccc1	104	111	102	113	118	96	93	95
C=CCNC(=S)N/N=C/C=C/c1ccccc1	99	.	.	102	95	94	80	107
COc1ccc(CCn2c(=N)c(C(=O)NCc3cccnc3)cc3c(=O)n4cccc(C)c4nc32)cc1	69	82	94	99	39	106	110	59
CC(=O)N[C@H](C(=O)N[C@H](Cc1ccccc1)C(=O)N[C@H](CS)C(=O)N[C@H](CCCN=C(N)N)C(=O)N[C@H](CCCN=C(N)N)C(=O)N[C@H](CCCN=C(N)N)C(=O)N[C@H](CCCN=C(N)N)C(=O)N[C@H](CCCN=C(N)N)C(N)=O)[C@@H](C)O	111	104	119	116	111	100	99	109
CCOC(=O)C1CN(C)C(=O)C1=O (configuration not stated)	103	109	104	120	97	100	102	103
O=C(Nc1ccccc1)Nc1ccc(OCC(=O)c2ccc(Cl)cc2)cc1	125	86	101	89	101	83	68	.
Cc1cc2c(cc1Cl)C(=O)/C(=C/c1ccc(C(C)C)cc1)O2	95	107	109	104	105	98	.	108
Cc1ccccc1Nc1cc(=O)[nH]c(N)n1	104	107	104	101	103	99	101	103
O=C(Nc1ccccc1C(=O)O)/C(Cl)=C/c1ccc(Cl)cc1Cl	103	91	105	95	113	96	70	96
CCc1c(Nc2ccc(C)cc2)nc(N)[nH]c1=O	101	111	98	99	102	87	96	105
COc1ccc(N2C(=O)C(OC)C2c2ccc(C)cc2)cc1 (configuration not stated)	106	106	111	97	105	105	103	92
O=C(/C=C/c1c(-c2ccccc2)[nH]c2ccccc12)S(=O)(=O)c1ccccc1	88	90	.	88	.	39	29	57
CC(=O)Oc1c[nH]c2ccccc12	85	90	105	101	109	98	101	77

Exported with values under each structure: entries from further up
Second line of a record – BT-549, HS 578T, SK-MEL-2, MALME-3M, UACC-257, UACC-62, T-47D, LOX IMVI
C=CCNC(=S)N/N=C/C=C/c1ccccc1
    99, ., ., 102, 95, 94, 80, 107
COc1ccc(CCn2c(=N)c(C(=O)NCc3cccnc3)cc3c(=O)n4cccc(C)c4nc32)cc1
    69, 82, 94, 99, 39, 106, 110, 59

3 compounds out of the list, arranged by SMILES length, rising.
SMILES	BT-549	HS 578T	SK-MEL-2	MALME-3M	UACC-257	UACC-62	T-47D	LOX IMVI
COc1ccc(N2C(=O)C(OC)C2c2ccc(C)cc2)cc1 (configuration not stated)	106	106	111	97	105	105	103	92
Cc1cc2c(cc1Cl)C(=O)/C(=C/c1ccc(C(C)C)cc1)O2	95	107	109	104	105	98	.	108
COc1cnc2c(c1)C(=O)c1c-2n(CCCNCCO)c(=O)c2cc(F)ccc12	110	112	112	101	106	100	100	101

Structures above that have two or more sulfur atoms, in the order listed:
SMILES	BT-549	HS 578T	SK-MEL-2	MALME-3M	UACC-257	UACC-62	T-47D	LOX IMVI
Cc1ccc(N=C2CSc3nnc(-c4csc5c4CCCC5)n3N2)cc1	31	39	62	71	.	40	48	46
CC1SC(=S)N(c2ccc(Cl)cc2)C1=O (configuration not stated)	86&106	132&161	98	108&104	98	70&83	63&74	90&86
COc1ccc2nc(NC(=O)CSc3nc(C)c(C)n3Nc3ccccc3)sc2c1	111	102	101	113	97	73	60	100
CN1CCN(c2ccc(Nc3nc(NCCNS(=O)(=O)c4ccc(Cl)cc4)c4sccc4n3)cc2)CC1	111	81	110	105	88	99	84	92

(more compounds)
SMILES	BT-549	HS 578T	SK-MEL-2	MALME-3M	UACC-257	UACC-62	T-47D	LOX IMVI
COc1cc2c3c(c4c5ccccc5n(C)c4c2c(OC)c1OC)C(=O)N(O)C3=O	80	112	96	115	113	74	89	80
Cc1ccc(-c2c3c(nc4c2c(C)nn4-c2ccccc2)NC2(CCSCC2)NC3)cc1	100	94	103	95	79	94	91	97
COC(=Nc1ccccc1)SSC(C)C	.	106	112	98	106	96	103	101
CCCCCCCCCCNCc1ccccc1	102	89	108	89	94	107	94	89
COc1ccc2c(c1)Oc1nc(N)c(C#N)c(N)c1C2Sc1ccc(C)cc1 (configuration not stated)	68	15	-36*	-57*	9.6*	9.9*	-32*	-98*
Cc1ccc2c(-c3nn(-c4ccccc4)c(N)c3C#N)cc(=O)oc2c1	96	104	88	117	95	91	78	85
CNC(=S)NNC(=O)C1CC1	92	112	.	111	102	111	104	100
CCOC(=O)c1ccc(N=CNc2ccc(C(=O)OCC)cc2)cc1	101	92	116	96	106	68	98	78
COc1ccc(/C=C/C(=O)c2ccc(NC(=O)CN3C(=O)NC(C)(c4ccccc4)C3=O)cc2)cc1 (configuration not stated)	72	81	93	90	92	50	39	56
O=C(CC(c1ccccc1)C1CCCCC1=O)c1ccccc1 (configuration not stated)	101	128	.	.	.	92	94	92
C[C@H]1O[C@@H](c2ccc3c(c2O)C(=O)C2=C(C3=O)[C@@]3(O)C(=O)C[C@](C)(O)C[C@@]3(O)C=C2)C[C@@H](O)[C@H]1O	101	111	107	87	102	99	94	94
C=CCCCCCCCCC(=O)NS(=O)(=O)c1ccccc1	103	101	106	.	97	97	105	99
COc1ccc([C@@H]2[C@@H](O)C(=O)N2c2cc(OC)c(OC)c(OC)c2)cc1	-13*	11	.	50	.	20	67	16
N#Cc1c(-c2ccccc2)c(-c2ccccc2)n[nH]c1=O	54	80	73	91	90	67	.	43
N#Cc1ncc(Cl)c2ccccc12	103	106	100	.	95	99	96	89
O=C(c1cccs1)c1cccs1	.	100	102	104	106	105	96	94
COc1cc(F)c(/C=C/c2cc(/C=C/c3cc(OC)c(OC)cc3F)n(-c3cccc(C(F)(F)F)c3)n2)cc1OC	96	108	79	105	99	100	90	81
C=C1C(=O)O[C@H]2[C@H]1CC/C(COC(=O)CCCCC(=O)OC/C1=C/CC[C@@]3(C)O[C@H]3[C@H]3OC(=O)C(=C)[C@@H]3CC1)=C\CC[C@@]1(C)O[C@@H]21	61	83	72	25	82	48	39	52
O=C(O)c1c(O)cccc1O	96	101	105	137	94	100	142	101
COc1cc(-c2nc(SCC(=O)Nc3nc4ccc(C)cc4s3)[nH]c(=O)c2C#N)ccc1O	103	102	108	99	104	91	106	94
C/C(=C(/c1ccc(Cl)cc1)c1ccc(OCCN2CCCC2)cc1)c1ccc(Cl)cc1	96	91	94	81	99	94	59	78
Nc1nc(N)c2c(n1)NC(c1cccc(Nc3ccnc4cc(Cl)ccc34)c1)CC(c1ccc(Cl)cc1)=N2 (configuration not stated)	116	100	89	99	94	94	85	100
O=C(O)c1ccccc1C(c1ccccc1)c1ccccc1O (configuration not stated)	106	104	99	142	113	99	92	85
NC(=O)C(=O)Nc1ccc2c(c1)OCO2	100	114	96	90	.	112	93	97
NC(=O)C(c1ccccc1)N1CCCCC1 (configuration not stated)	107	88	112	81	102	106	107	108
COc1ccc(C(=O)CCN(Cc2ccccc2)Cc2cc(OC)c(OC)c(OC)c2)cc1	107	108	110	99	107	104	103	98
CSc1cc(C)nc(SC)n1	100	102	104	135	110	94	.	97
Nc1cccc([N+](=O)[O-])c1C(=O)O	.	100	96	103	89	100	95	96
O=C(N=C1SCCN1C(=O)c1ccc(Cl)cc1)c1ccc(Cl)cc1	95	149	101	90	90	102	96	102
O=BNc1ccccc1	130	.	130	139	123	115	117	.
COC(=O)/C=C/c1cc(O)c2c(c1)C(C(=O)OC)C(c1ccc(O)c(O)c1)O2 (configuration not stated)	-1.9*	45&33	49&51	69&72	61&62	31&26	84&85	16&21
COc1cc2c(=O)n(N3C(=O)C=NC3=O)c3cnc(-c4ccccc4)n3c2cc1OC	110	107	97	108	108	95	95	.

High-throughput results: PubChem, NCI
